Assay outcomes (PubChem)
RAD52 anneal inh: inhibitors of human RAD52 DNA annealing; P43351; recombinant RAD52 DNA annealing, FRET fluorescence; inhibition, % at 18.7 µM; 360,000 tested, 0.46% active;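 active = every replicate showing at least 50% inhibition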
F508del corr: correctors of CFTR F508del function in bronchial epithelial cells; 350,000 tested, 0.36% active; activity (quench increase), % at 7.58 µM; CFBE cells, YFP halide quenching; stimulated with forskolin plus potentiator P3; % fluorescence drop versus neutral controls;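 active = mean added fluorescence quench of at least 8% versus neutral control, with both replicates also reaching 8%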;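 also: cells transiently co-express mutant CFTR-F508del with the halide-sensitive YFP; corrector assay measuring rescue of mutant channel to the surface after 24 h compound exposure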
GSIS activator: primary screen for activators of insulin secretion dependent on glucose, INS-1E cells, GLuc reporter luminescence; INS-1E GLuc reporter insulin secretion, 2-3 h; activation, % at 16.6 µM; 370,000 tested, 0.61% active;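 active = lowest replicate activation of at least 40%, so every replicate reaches that level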;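 also: 0% = median of neutral control wells and 100% = median of IBMX positive control wells; some compounds called inactive have numbers as strong as hits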
ERAP1 HTS inh: ERAP1 (human) enzyme inhibition. recombinant ERAP1, Leu-AMC fluorescence, 60 min. inhibition, % at 10.7 µM. 340,000 tested, 0.15% active;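 active = mean replicate inhibition of at least 30%, or all replicates individually reaching that 30% level; inactive = mean below 30% and not every replicate reaching it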;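 also: 0% = neutral control wells and 100% = L-leucinethiol positive control wells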
ARNT-TACC3 inh: ARNT/TACC3 interaction disruption; 390,000 tested, 0.66% active; Q9Y6A5; AlphaScreen His-ARNT PAS-B/GST-TACC3 binding, luminescence; TACC3 fragment carries E629A point mutation; AID 623870; inhibition, % at 9.99 µM;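 active = mean inhibition of replicates at least 50% and at least half of replicates each reaching 50%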;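 also: 0% = complete ARNT plus TACC3 wells and 100% = ARNT alone without TACC3; many hits fall short of the cut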
RAD54 inh: inhibitors of human RAD54 branch migration; Q92698; RAD54 Holliday junction branch migration, FAM/BHQ fluorescence; inhibition, % at 10.4 µM; 360,000 tested, 0.14% active;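 active = mean normalized replicate activity at least 40 and at least half of replicates scoring 40 or more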;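 also: 0% = median of neutral control wells and 100% = median of positive control wells; inhibitors cause a drop in the FAM fluorescence signal; in these data hits start at about 50%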
Target sequence (Q92698 whole entry, looked up): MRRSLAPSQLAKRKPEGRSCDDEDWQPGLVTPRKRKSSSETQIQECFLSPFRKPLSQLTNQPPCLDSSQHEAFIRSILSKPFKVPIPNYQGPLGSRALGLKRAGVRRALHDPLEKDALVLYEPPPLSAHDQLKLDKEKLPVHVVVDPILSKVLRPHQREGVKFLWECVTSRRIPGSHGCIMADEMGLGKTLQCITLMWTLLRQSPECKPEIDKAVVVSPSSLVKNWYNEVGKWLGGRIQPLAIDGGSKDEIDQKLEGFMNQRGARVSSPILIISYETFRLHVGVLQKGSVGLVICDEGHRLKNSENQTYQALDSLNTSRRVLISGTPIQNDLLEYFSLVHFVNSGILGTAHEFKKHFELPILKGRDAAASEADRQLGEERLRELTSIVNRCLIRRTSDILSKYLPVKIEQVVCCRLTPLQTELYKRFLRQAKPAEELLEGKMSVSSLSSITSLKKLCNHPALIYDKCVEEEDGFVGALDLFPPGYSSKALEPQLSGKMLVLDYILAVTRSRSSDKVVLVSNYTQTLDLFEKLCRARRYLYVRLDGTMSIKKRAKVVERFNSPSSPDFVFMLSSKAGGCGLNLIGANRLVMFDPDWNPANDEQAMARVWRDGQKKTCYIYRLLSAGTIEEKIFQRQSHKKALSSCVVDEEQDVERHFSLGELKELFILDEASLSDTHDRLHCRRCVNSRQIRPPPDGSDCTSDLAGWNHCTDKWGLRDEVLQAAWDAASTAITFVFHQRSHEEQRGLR
Xi reactivation: X-chromosome reactivation activator; XiGFP mouse fibroblasts, % GFP-positive cells imaging, 3 d; cells co-treated with 5-aza-dC sensitizer; scaled so ellipticine positive control = 100%; activation, % at 7.58 µM; 360,000 tested, 0.055% active;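 active = mean normalized replicate activation at least 10% and every replicate at or above 10%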;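 also: 0% = median of on-plate neutral control wells and 100% = ellipticine 6 µM median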
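Material: SV40-immortalized XiGFP fibroblast cells, line 68-5-11 | Buffer or medium: DMEM containing 5-aza-dC | Dosing: One concentration, pinned | Times: 3 d treatment, 15 min room-temperature fixation | Controls: Ellipticine 6 µM positive control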
esBAF inh: blocks esBAF chromatin remodeling in mouse ES cells; Bmi1-luciferase knock-in reporter, 24 h; 100% = twice the neutral-well signal; reporter increase, % at 12.5 µM; 350,000 tested, 2% active; in the data active = activation above about 40%;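 also: 0% = median of the plate's neutral control wells and 100% = double that signal; a rise in the Bmi1 reporter signal indicates esBAF inhibition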
Numbers without * were called inactive; x = not tested or not shown.

mol,ARNT-TACC3 inh,ERAP1 HTS inh,RAD52 anneal inh,GSIS activator,RAD54 inh,F508del corr,Xi reactivation,esBAF inh
Cc1cccc(CCNc2nc3ccc(C)cc3n3cnnc23)c1,4,-4,-24,4,-14,0.2,0.0,46*
COc1ccc(OC)c(-c2csc(N(C)C(=O)Cc3ccccc3)n2)c1,-1,1,-10,1,x,1.1,0.5,x
COc1ccc(-c2cc(C(=O)Nc3c(C)n(C)n(-c4ccccc4)c3=O)c3ccccc3n2)c(OC)c1,-11,3,-11,4,-9,1.0,0.1,0
CC1(c2ccccc2)NC(=O)N(CC(=O)NCc2ccc3c(c2)OCO3)C1=O (centres undefined),1,3,-4,18,0,-1.1,0.2,-2
Cc1ccc(C)c(-n2c(-c3cccnc3)n[nH]c2=S)c1,-6,7,-10,4,x,-0.2,0.2,x
N#C[C@H]1[C@@H](c2ccc(C#CC3(O)CCCC3)cc2)[C@H](CO)N1C(=O)C1CC1,3,1,-10,3,3,-3.4,-0.1,-3
O=S1(=O)CC(N2CCCCC2)CN1Cc1cn(Cc2cccc(C(F)(F)F)c2)nn1 (centres undefined),x,2,-3,-1,x,1.9,-0.1,x
CCc1cc2c(SCC(=O)Nc3ccc(Cl)cn3)ncnc2s1,-10,-1,-13,19,x,x,-0.1,x
CC(=O)N1CCN(CC(=O)Nc2ccc([N+](=O)[O-])cc2Br)CC1,-2,7,-17,16,-2,-2.2,0.1,-1
Fc1cc(Cl)c(OCc2noc(-c3ccsc3)n2)c(Cl)c1,-2,-2,-5,x,x,2.6,0.0,x
O=S(=O)(N[C@@H]1CC[C@@H](CCn2cc(-c3cccc(F)c3)nn2)O[C@@H]1CO)c1ccccc1,2,-5,-2,15,-6,-0.6,0.2,6
CO[C@@H]1CN(C)C(=O)c2ccc(NC(C)=O)cc2OC[C@H](C)N(C(=O)C2CCCCC2)C[C@H]1C,-11,0,7,-10,10,1.2,-0.1,1
CN(C)CCNC(=S)Nc1ccc(Br)cc1,-3,3,0,-1,x,-1.5,0.0,2
CCOc1ccc(CCNC(=O)CSCC(=O)Nc2cccc(C)c2)cc1OCC,3,2,-11,-12,x,-0.4,-0.1,x
Cc1cccc(C)c1NC(=O)CS(=O)CC(=O)NCCCc1ccccc1 (centres undefined),x,-1,6,16,0,x,x,0
CCN(CC(=O)Nc1c(F)cccc1F)C(=O)CCCNC(=O)c1ccc(Cl)cc1,4,-2,-7,-1,4,-0.3,-0.6,-4
COc1ccc(C(=O)N/C(=C\c2cn(C)c3ccccc23)C(=O)N2CCOCC2)cc1OC,-4,0,-48,8,3,-1.2,0.2,-2
O=C(Nc1ccccn1)c1ccc(Br)c(S(=O)(=O)N2CCCCC2)c1,-3,2,-1,6,-3,0.8,-0.1,x
COc1ccc(CN(C)C[C@@H]2Oc3ccc(NS(=O)(=O)c4ccccc4)cc3C(=O)N([C@H](C)CO)C[C@H]2C)cc1,-6,0,-6,-2,-2,0.4,-0.4,-3
CC(C)CN(Cc1cc(=O)oc2cc3c(cc12)CCCC3)CC(C)C,-32,3,-13,-2,0,2.3,0.0,2
CCOc1ccc(CCNC(=O)c2cc(=O)[nH]c3ccc(S(=O)(=O)N(CC)CC)cc23)cc1OCC,-2,2,-1,21,5,0.0,0.0,-10
Cc1ccc(NC(=O)C[n+]2cc(-c3ccccc3)n3c2CCC3)cc1,x,3,-13,x,11,5.8,0.0,x
CS(=O)(=O)Nc1ccc([N+](=O)[O-])cc1Oc1ccccc1,0,1,-10,x,6,1.4,-0.1,-1
COc1ccc(N(C(=O)c2ccc3c(c2)OCO3)C2C=CS(=O)(=O)C2)c(OC)c1 (centres undefined),8,-3,-6,-3,3,-2.0,0.2,-3
O=S(=O)(c1ccc(Cl)nc1)N(Cc1ccccc1)Cc1ccccc1,-14,x,x,13,3,x,0.4,x
COc1cccc(CNC(=O)[C@H](C)NC(=O)C2CCN(S(=O)(=O)c3ccccc3)CC2)c1,0,1,-3,-10,-8,-0.2,0.2,1
Cc1ccc(Cl)cc1N1CCN(C(=O)C2CCN(S(C)(=O)=O)CC2)CC1,x,-3,-14,-4,1,2.9,0.0,8
O=C(O)COc1ccccc1/C=N/NC(=O)c1cccc(S(=O)(=O)Nc2cccc(Cl)c2)c1,52*,-1,-9,x,x,1.9,0.0,x
O=C(/C=C/c1ccco1)Nc1cccc(-c2nc3ccccc3[nH]2)c1,-5,x,x,-30,-12,x,x,19
CCN(C(=O)COC(=O)CCOc1ccccc1C)c1c(N)n(Cc2ccccc2)c(=O)[nH]c1=O,5,3,-24,8,-2,-1.7,0.0,-2
CCC(=O)Nc1ccc(/C(C)=N\NC(=O)c2ccc(OC)cc2)cc1,-2,0,-23,-8,-6,x,0.0,x
CCOC(=O)C1CCN(C(=O)c2ccc3c(c2)S(=O)(=O)c2ccccc2C3=O)CC1,-1,1,-4,27,3,-0.6,0.2,-1
O=C(COc1nsnc1N1CCOCC1)Nc1ccc(Cl)cc1,4,-5,-11,-13,9,-1.0,0.0,-4
Cc1ccc2cc(CCNC(=O)C(C)C)c(=O)[nH]c2c1,-7,0,-5,-2,-6,-2.9,0.9,9
O=C(O)CSCC(=O)N1CCCN(c2nc3ccc(Cl)cc3s2)CC1,2,6,-2,7,x,-2.0,0.0,x
CCOC(=O)c1c(CN(CC)CC)n(-c2ccccc2)c2ccc(O)cc12,x,2,-7,-3,x,2.6,-0.1,x
CC(C)C(=O)Nc1oc(-c2ccccc2)cc1C#N,-6,3,-28,x,x,-4.8,0.8,x
Cn1cccc1C(=O)NC(=O)COC(=O)CCNS(=O)(=O)c1ccc(Cl)cc1,5,-2,-3,17,-2,-0.1,-0.1,-1
CCn1c(C)nc2c(C)[n+](CC(=O)c3ccc(Br)cc3)ccc21,1,-2,-3,2,x,2.5,1.0,x
CCCc1cc(=O)oc2cc(C)cc(OC(C)C(=O)NCCCN3CCOCC3)c12 (centres undefined),x,0,-10,6,-3,2.7,0.1,-3
Cc1ccccc1NS(=O)(=O)c1nnc(NC(=O)c2ccc(Br)cc2)s1,-1,3,3,-7,2,2.3,0.2,-8
NC(=O)c1ccc(NC(=O)COC(=O)CCC2CCCC2)cc1,x,3,5,x,1,-0.1,0.4,-3
NC(=O)c1ccccc1NC(=O)CSc1nc2ccccc2c(=O)[nH]1,-35,1,1,11,-2,-0.7,0.0,x
COc1ccc([N+](=O)[O-])cc1NCc1c(F)cccc1F,x,1,-8,8,-5,2.3,0.1,5
Cc1cc(-c2nnc(CSc3nnc(NC(=O)c4ccc(C(C)(C)C)cc4)s3)o2)ccc1[N+](=O)[O-],-10,4,-9,15,x,0.7,-0.1,x
CCOc1ccc(NC(=O)c2ccc(CN3CCc4ccccc4C3)cc2)cc1,1,-1,1,-35,5,0.4,0.0,16
O=C(C[C@@H]1C[C@@H]2c3cc(NC(=O)C4CCOCC4)ccc3O[C@@H]2[C@@H](CO)O1)NCc1ccccc1F,4,3,13,1,-12,-1.4,-0.1,2
Cc1cc(NC(=O)CCN2C(=O)c3ccccc3C2=O)no1,-2,1,3,2,-27,x,x,-10
CCOC(=O)C(CN1CCCC1)c1ccccc1 (centres undefined),0,x,-36,2,-12,0.2,-0.1,0
O=C(NNC(=O)c1ccc2ccccc2c1)Nc1ccc(F)cc1,-10,-3,-10,1,16,3.3,0.0,x
C[C@@H]1CC[C@@]2(O[C@@H](CCO)C[C@@H](O)[C@@H]2O)O1,-8,1,0,x,4,0.3,-0.1,5
NC(=O)C1(N2CCCCC2)CCN(C(=S)Nc2ccc(F)cc2)CC1,5,0,8,-2,-3,x,0.0,x
CC(C)CN(C(=O)CSc1nc2ccccc2[nH]1)C1CCS(=O)(=O)C1 (centres undefined),2,6,-3,4,1,-1.3,0.0,1
Cc1cccc(C)c1NC(=O)C(c1ccccc1OC(F)(F)F)N1CCC(c2ccccc2)CC1 (centres undefined),x,-1,-12,-25,x,-0.2,0.3,x
COc1ccc2nc(-c3ccccc3)cc(OC)c2c1,-9,-2,3,-16,x,4.6,0.0,x
Cc1ccccc1OCCC(=O)Nc1cc(S(=O)(=O)N2CCOCC2)ccc1OC(C)C,-2,-1,-8,4,-15,1.5,0.1,x
CC1C(=O)N2CCCc3cc(NS(=O)(=O)c4ccc(F)cc4)cc1c32 (centres undefined),7,1,-7,-12,-6,0.9,0.0,x
COc1ccc(-c2cccc(-c3cc(=O)oc4cc(OC)cc(OC)c34)c2)cc1,2,x,-16,-14,8,2.6,1.8,-11
COC(=O)N/N=C/c1ccc(-c2cc(Cl)cc(Cl)c2)o1,-12,-1,-14,1,-1,x,0.0,x
O=C(O)C[C@@H]1C[C@@H]2c3cc(NC(=O)NC4CCCCC4)ccc3O[C@@H]2[C@H](CO)O1,-4,1,13,6,10,-0.8,0.2,-2

More compounds.
mol,ARNT-TACC3 inh,ERAP1 HTS inh,RAD52 anneal inh,GSIS activator,RAD54 inh,F508del corr,Xi reactivation,esBAF inh
COc1ccc(CCNS(=O)(=O)c2ccc3c(c2)oc(=O)n3C)cc1OC,x,-2,3,10,1,1.4,0.7,-6
O=C(C1CCOCC1)N1C[C@H]2[C@@H](c3ccccc31)[C@@H](CO)N2Cc1ccccc1Cl,-4,9,-7,18,-2,-0.6,0.0,-7
Cc1ccc(Cn2c(=O)oc3ccccc32)cc1,6,-1,2,-5,-5,-1.6,0.3,5
C[C@@H]1CN([C@H](C)CO)C(=O)c2cc(C#CC3(O)CCCC3)cnc2O[C@H]1CN(C)Cc1ccccn1,3,-3,0,19,4,0.4,-2.0,1
CCOC(=O)C1OC1(c1ccccc1)c1ccccc1 (centres undefined),-1,-2,-9,12,15,2.7,0.1,-2
O=C(Nc1ccc(F)cc1F)c1ccco1,-2,x,x,10,-3,x,x,7
O=C(N/N=C/c1cccc([N+](=O)[O-])c1)C1CC1c1ccccc1 (centres undefined),-10,x,x,-21,-6,x,-0.2,3
OCC1(CCc2ccccc2)CCCN(CCCC(F)(F)F)C1 (centres undefined),2,-1,-17,-28,-2,-1.4,0.0,-12
Cc1ccc(-n2c(C)cc(=O)cc2C)c(C)c1,-6,-11,-14,x,-17,x,0.3,x
COc1cccc(S(=O)(=O)N2CC3(CCN(C)CC3)c3c([nH]c4cc(OC)ccc34)[C@@H]2CO)c1,x,x,6,11,x,-2.1,0.5,x
COc1ccc(Cl)cc1NC(=O)CN(C)C(=O)c1cc(C)oc1C,2,6,-11,-4,-24,0.9,0.0,2
Cc1ccc(C(=O)Nc2cccc(C(=O)N/N=C/c3ccc(O)cc3)c2)cc1,31*,2,-11,-21,0,-0.2,0.0,-22
Cc1noc(C)c1S(=O)(=O)Nc1ccc2c(c1)C(=O)N([C@H](C)CO)C[C@H](C)[C@@H](CN(C)C(=O)Nc1ccc3c(c1)OCO3)OCCCC[C@@H](C)O2,-1,-1,4,-2,3,0.0,-0.3,-7
CC(O)c1nc2ccccc2n1CCCOc1ccccc1 (centres undefined),3,1,-2,9,0,-0.4,0.0,x

Structures shown so far containing a thiophene ring, fused or not, in the order listed:
mol,ARNT-TACC3 inh,ERAP1 HTS inh,RAD52 anneal inh,GSIS activator,RAD54 inh,F508del corr,Xi reactivation,esBAF inh
CCc1cc2c(SCC(=O)Nc3ccc(Cl)cn3)ncnc2s1,-10,-1,-13,19,x,x,-0.1,x
Fc1cc(Cl)c(OCc2noc(-c3ccsc3)n2)c(Cl)c1,-2,-2,-5,x,x,2.6,0.0,x
